# Compound activity (PubChem BioAssay)
# NTR1 agonist – agonists of NTR1, primary screen, imaging, U2OS cells, beta-arrestin-GFP, high content (AID 493036); NTR1-U2OS beta-arrestin-GFP spot imaging, agonist mode; activation, % at 20 µM; 330,000 compounds, 0.17% hits;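 active = activation at or above 40% of the spot to cytoplasm intensity ratio, with at least 20 cells analyzed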;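 also: 0% = DMSO without peptide and 100% = 100 nM NTR1 peptide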
# Target sequence (P30989 whole entry, looked up): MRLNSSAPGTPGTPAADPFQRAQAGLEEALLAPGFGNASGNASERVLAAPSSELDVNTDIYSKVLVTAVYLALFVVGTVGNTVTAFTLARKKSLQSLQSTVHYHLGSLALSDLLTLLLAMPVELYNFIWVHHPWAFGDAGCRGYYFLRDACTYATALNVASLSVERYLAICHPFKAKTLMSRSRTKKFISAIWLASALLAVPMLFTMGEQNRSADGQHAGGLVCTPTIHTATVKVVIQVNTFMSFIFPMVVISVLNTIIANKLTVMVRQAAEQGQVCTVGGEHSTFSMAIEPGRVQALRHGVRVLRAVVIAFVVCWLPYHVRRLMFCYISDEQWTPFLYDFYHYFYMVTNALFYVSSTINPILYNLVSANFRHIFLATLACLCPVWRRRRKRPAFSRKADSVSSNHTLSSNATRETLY
# NTR1 agonist cell count 20 µM – second read-out of NTR1 agonist, no call of its own (marks repeat the call); cell count; measured here: cell count, cytotoxicity flag
# * marks the source's active call; other numbers are inactive results. The list is partial; the hit share may differ from the screen's.
smiles	NTR1 agonist	NTR1 agonist cell count 20 µM
O=C(CCCN=C1NS(=O)(=O)c2ccccc21)OCC(=O)c1ccc(F)c(F)c1	0.3	54
O=C(NC1CC1)c1ccc(NS(=O)(=O)c2ccc(F)cc2)cc1	-0.7	69
CN(C(=O)CSc1nccc(=O)[nH]1)C1CCCCC1	-1.6	64
CCN1CCN(c2ccc(S(=O)(=O)N3CCCCC3)cc2NC(=O)CC(C)c2ccccc2)CC1 (stereo unspecified)	0.3	55
CC1(c2nnc(Cc3ccccc3)o2)CC(c2ccccc2Br)=NO1 (stereo unspecified)	-5.7	99
CCCCNc1c(-c2ccc(OC)c(Sc3ccc(OC)cc3)c2)nc2ccccn12	56*	84*
C[C@H](CO)N1C[C@H](C)[C@@H](CN(C)S(C)(=O)=O)Oc2c(NC(=O)Nc3ccc4c(c3)OCO4)cccc2C1=O	2.6	55
COc1ccc(OCCN2CCN(S(=O)(=O)c3ccccc3C#N)CC2)cc1	0.9	67

# (next part)
smiles	NTR1 agonist	NTR1 agonist cell count 20 µM
Cc1ccc(C(=O)NCC2CCCN2S(=O)(=O)c2ccc(C)cc2)cc1 (stereo unspecified)	2.6	58
Cc1cccc(C)c1NC(=O)CN(C)C(=O)c1ccc(-c2cccc(C(F)(F)F)c2)o1	-0.1	57
O=C(NCCN1CCOCC1)c1cccc(NS(=O)(=O)c2ccc(Br)cc2)c1	-0.7	95
C[C@H]1CN=C(N(C)C)N1CC1CCC(C(C)(C)C)CC1 (stereo partly specified)	11	87
COC(=O)CCCNC(=O)c1ccc(OS(=O)(=O)c2cc([N+](=O)[O-])ccc2C)cc1	1.1	60
Cn1nnnc1SCC(=O)c1c(N)n(C2CC2)c(=O)[nH]c1=O	-2.5	57
CN(CC(=O)Nc1cccc(F)c1)C(=O)c1cccc2ccccc12	-0.2	53
Cc1nc(-c2ccccc2)nc(-c2ccccc2)n1	8.4	88

# (continued)
smiles	NTR1 agonist	NTR1 agonist cell count 20 µM
Cc1c(NC(=O)COC(=O)c2ncc(Cl)c(Cl)c2Cl)c(=O)n(-c2ccccc2)n1C	1.3	61
COc1cc(OC)cc(-c2c(C#Cc3ccsc3)c3cc(-c4ccc(OC)c(OC)c4)ccc3n2C)c1	-0.7	60
COCCN(C(=O)c1cc(S(=O)(=O)N2CCCCC2)ccc1Cl)c1c(N)n(CC(C)C)c(=O)[nH]c1=O	0.3	44
CCN(CC(=O)Nc1ccc(NC(C)=O)cc1)C(=O)c1ccccc1Sc1ccccc1C#N	-0.6	60
O=C1CCc2cc(S(=O)(=O)NC3CCCCC3)ccc2N1	-0.9	52
COc1ccc(CC(=O)Nc2ccc(C)cc2O)cc1S(=O)(=O)N1CCOCC1	-0.3	53
O=C(Nc1ccccc1N1CCCC1)C1CCN(S(=O)(=O)c2cccc(C(F)(F)F)c2)CC1	-1.0	67
CCOC(=O)N1CCN(C(=O)c2cccc(S(=O)(=O)Nc3ccccc3Cl)c2)CC1	-0.5	52

# Later entries:
smiles	NTR1 agonist	NTR1 agonist cell count 20 µM
Cc1c(Cl)cccc1NC(=O)CNC(=O)C1CCN(C(=O)Nc2ccccc2)CC1	-1.3	55
CC1(c2ccccc2Cl)NC(=O)N(CC(=O)N2CCc3ccccc32)C1=O (stereo unspecified)	-0.9	71
COc1cc(OC)cc(-c2c(-c3cccs3)c3cc(-c4ccc(C(N)=O)cc4)ccc3n2C)c1	11	51
COc1ccccc1C(=O)NCC(=O)OCC(=O)N(CC(C)C)c1c(N)n(Cc2ccccc2)c(=O)[nH]c1=O	-0.7	53
CCOc1ccc(NC(=O)CN(C)C(=O)c2c(C)nn(-c3ccccc3)c2Cl)cc1OCC	1.1	54
CCN(CC(=O)Nc1ccc2c(c1)OCCO2)C(=O)c1ccc(C)c(S(=O)(=O)N2CCOCC2)c1	-1.0	48
CC(=O)C[C@H](O)CC(=O)[C@H]1OC(=O)[C@H](C)CCCCc2ccccc21	2.9	59
CCCCN(C(=O)CCCc1nc2ccccc2s1)c1c(N)n(CC(C)C)c(=O)[nH]c1=O	8.5	68

# Continuation:
smiles	NTR1 agonist	NTR1 agonist cell count 20 µM
COc1ccc(S(=O)(=O)N2CCOCC2)cc1NC(=O)CSc1nc(C)c(C)c(C)n1	-0.1	60
CCOC(=O)c1c(NC(=O)CN2C(=O)NC3(CCCCC3C)C2=O)sc(C)c1CC (stereo unspecified)	16	49
COCCN(C(=O)COC(=O)c1cc2c(s1)CCCC2)c1c(N)n(Cc2ccccc2)c(=O)[nH]c1=O	0.0	73
O=C(NCCS(=O)(=O)NC1CCCC1)c1ccc(F)cc1	0.7	73
Cc1cccc(C)c1NC(=O)Cn1c(=O)c(N2CCCCC2)c(N)n(C)c1=O	2.2	54
Cc1ccccc1C(=O)OCC(=O)Nc1cccc(S(=O)(=O)NC2=NCCC2)c1	-1.5	46
CCN1C(=O)[C@H]2[C@H]3CN=C(SC)N3[C@@](CC)(C(=O)OC)[C@H]2C1=O	3.2	48
CCOC(=O)[C@H]1[C@H]2COc3ccc(Br)cc3[C@@H]2N2C(=O)c3cc(Br)ccc3NC(=O)[C@@]12C	3.2	87

# Further results
smiles	NTR1 agonist	NTR1 agonist cell count 20 µM
COc1ccc(N2CCN(C(=O)COC(=O)COc3cccc(C(F)(F)F)c3)CC2)cc1	-1.7	54
Cc1ccccc1NC(=O)NCc1ccccn1	0.3	53
O=C(COc1ccccc1O)NC1CCCC1	1.1	73
Cc1ccnc(NC(=O)CNC(=O)c2sc3ccccc3c2Cl)c1	-0.6	67
Cc1cccc(NS(=O)(=O)c2cccc(C(=O)N3CCCCCC3)c2)c1	-1.5	66
O=C(Nc1nnc(-c2ccc(F)cc2)o1)C1CCCN1S(=O)(=O)c1cccs1 (stereo unspecified)	0.4	60
COc1ccc(C(CNS(=O)(=O)c2ccc(NC(C)=O)c(OC)c2)N2CCCC2)cc1 (stereo unspecified)	-0.7	61
O=C(CCNS(=O)(=O)c1ccccc1F)N1CCN(C/C=C/c2ccccc2)CC1	0.4	73

# (list continues)
smiles	NTR1 agonist	NTR1 agonist cell count 20 µM
CC1CCCCN1C(=O)COC(=O)Cc1c[nH]c2ccccc12 (stereo unspecified)	0.4	56
Cc1ccc(NC(=O)CN(C)C(=O)c2sc3cc(Cl)ccc3c2Cl)cc1	1.4	68
CC(C)(C)C1CCC(CN2C(Nc3ccccc3)=NC[C@@H]2Cc2ccccc2)CC1 (stereo partly specified)	21	49
CC1CCN(C(=O)c2ccc(CNS(=O)(=O)c3ccc(C(C)(C)C)cc3)cc2)CC1	9.0	62
CN(CC(=O)Nc1ccc(N2CCOCC2)cc1)C(=O)CCCOc1ccc(Cl)cc1Cl	1.7	51
CN(C(=O)COC(=O)C1CCN(S(=O)(=O)c2ccc3c(c2)OCCO3)CC1)C1CCS(=O)(=O)C1 (stereo unspecified)	-0.2	68
COc1ccc(C)cc1S(=O)(=O)NCC(c1ccc2c(c1)OCO2)N1CCOCC1 (stereo unspecified)	0.5	45
CC(OC(=O)C1CCCCC1)C(=O)Nc1ccc(S(N)(=O)=O)cc1 (stereo unspecified)	-1.1	48

# Next section
smiles	NTR1 agonist	NTR1 agonist cell count 20 µM
COc1ccc(-c2cccc(CCC(=O)N3CCN(c4cc(C)ccc4C)CC3)c2)cc1	3.2	75
COc1cc(F)c(C2=CC(=O)CC(C)(C)C2)cc1F	-0.7	46
CC(Sc1ncccn1)C(=O)N1CCc2ccccc21 (stereo unspecified)	-1.2	57
O=C(CSc1ccccc1)NCC1(N2CCCCC2)CCCCC1	0.5	63
CCOc1ccc(Oc2ccc(Cl)cc2NC(=O)C2=COCCO2)cc1	5.2	60
CC(=O)N1CCN(C(=O)c2cccc(S(=O)(=O)N3c4ccccc4CC3C)c2)CC1 (stereo unspecified)	-1.3	43
O=[N+]([O-])c1ccc(S(=O)(=O)Nc2ccc(-c3ccc(N4CCCC4)nn3)cc2)cc1	1.7	62
CC(OC(=O)CN1C(=O)c2ccccc2C1=O)C(=O)c1ccccc1 (stereo unspecified)	-1.1	48

# Other records
smiles	NTR1 agonist	NTR1 agonist cell count 20 µM
O=c1cc(-c2ccccc2O)nc(-c2ccccc2)[nH]1	1.6	47
O=C(O)c1ccccc1C(=O)OCCCc1ccncc1	0.7	78
COc1cc2c(-c3ccc4[nH]ccc4c3)c(-c3ccc(C#N)cc3)oc(=O)c2cc1OC	2.5	77
N#Cc1ccc(OCC(=O)Nc2ccc(S(=O)(=O)N3CCOCC3)cc2)cc1	-0.8	63
CCc1ccc(/C=C\C(=O)N2CCCC2)cc1	-1.0	47
CCn1nc(C(=O)NNC(=O)c2cc(Cl)ccc2OC)c2ccccc2c1=O	3.2	63
O=C(/C=C/c1cccc(F)c1)Nc1cc(S(=O)(=O)N2CCOCC2)ccc1Cl	-0.9	58
CN(C(=O)CSc1nnc2n1CCCCC2)C1(C#N)CCCCC1	-2.4	46

# Continued:
smiles	NTR1 agonist	NTR1 agonist cell count 20 µM
CCCCn1c(N)c(N(CC(C)C)C(=O)CSCC(=O)Nc2ccc(C)cc2)c(=O)[nH]c1=O	0.9	70
Cc1ccc(C)c(N)c1	-1.6	57
CC1(NC(=O)Cc2c(F)cccc2Cl)CCS(=O)(=O)C1 (stereo unspecified)	1.6	66
CCCCn1c(N)c(N(CCOC)C(=O)c2ccc3c(c2)OCCO3)c(=O)[nH]c1=O	0.2	73
COc1ccc(/C=C/C(=O)NCc2ccc3c(c2)OCO3)cc1OC	-1.7	48
Cc1ccc([C@@H]2CC=C(C(=O)O)[C@H](c3ccccc3F)N2S(=O)(=O)c2ccc(C)cc2)cc1	15	89
CCN(C(=O)COC(=O)/C=C/c1ccc(OC(F)F)c(OC)c1)C1CCS(=O)(=O)C1 (stereo unspecified)	1.7	51
Cc1cc(C)c(-c2csc(NC(=O)C3=COCCO3)n2)c(C)c1	2.6	72

# Following part
smiles	NTR1 agonist	NTR1 agonist cell count 20 µM
Cc1ccccc1C(=O)N1CCC(C(=O)OCc2ccccc2Cl)CC1	2.3	74
O=C1C=C(c2cnc3ccccc3c2)C[C@@H](c2ccc3c(c2)OCO3)C1	9.4	70
CCCCN(C(=O)c1nn(C)c(=O)c2ccccc12)c1c(N)n(CCC)c(=O)[nH]c1=O	-1.6	50
Cc1nc(SC(C)C(=O)NCc2ccc3c(c2)OCO3)nc(C)c1C (stereo unspecified)	-0.2	55
CN(C)CCN(C(=O)C1CCN(S(=O)(=O)c2cccs2)CC1)c1nc2ccc(F)cc2s1	1.5	43
C[C@H](NC(N)=O)C(=O)Nc1ccc(N2CCOCC2)c(S(=O)(=O)Nc2ccc(Cl)cc2)c1	-1.6	46
CCOc1ccc(OCCC(=O)OCC(=O)Nc2ccc3c(c2)OCCO3)cc1	2.5	56
Nn1c(SCC(=O)N2CCOCC2)nnc1-c1cccnc1	0.0	60

# (cont.)
smiles	NTR1 agonist	NTR1 agonist cell count 20 µM
CCNC(=O)c1cccc(NC(=O)CC2SC(N3CCCCC3)=NC2=O)c1 (stereo unspecified)	-0.5	64
CCN1CCN(c2ccc(S(=O)(=O)N3CCCCC3)cc2NC(=O)c2cccc(OC(F)F)c2)CC1	0.6	70
CCCN(C(=O)c1cccc(S(=O)(=O)N2CCCc3ccccc32)c1)C1CCS(=O)(=O)C1 (stereo unspecified)	-0.1	64
COC(=O)[C@]1(C)N[C@H](CN(C)S(=O)(=O)c2ccc(OC(F)(F)F)cc2)[C@@H]2C(=O)N(C)C(=O)[C@@H]21	-0.4	61
COc1ccc([C@H]2Cc3cccc(O)c3C(=O)O2)cc1O	-0.4	65
CC(Oc1cccc(Cl)c1)C(=O)Nc1ccc(S(=O)(=O)N(C)C2CCN(C)CC2)cc1 (stereo unspecified)	3.3	57
Cc1n[nH]c(C)c1S(=O)(=O)N1CCCC(C(=O)O)C1 (stereo unspecified)	0.1	72
C/C(=N\NC(=O)c1cccc(S(=O)(=O)N2CCCC2)c1)c1ccncc1	2.6	51

# Other records
smiles	NTR1 agonist	NTR1 agonist cell count 20 µM
Cc1ccc(NC(=O)C(C)N2C(=O)c3ccccc3S2(=O)=O)cc1Cl (stereo unspecified)	2.1	62
O=C(NCCCN1CCOCC1)c1cc(-c2ccc(Br)cc2)nc2ccccc12	0.5	72
CC(C)(C)NC(=O)COc1coc(CN2CCN(C(=O)c3ccco3)CC2)cc1=O	0.8	66
O=C(COC(=O)COc1ccccc1)Nc1ncc([N+](=O)[O-])s1	-2.1	51
Cc1ccc(C(=O)OCC(=O)Nc2ccc(Cl)cn2)cc1S(=O)(=O)N1CCOCC1	-1.1	74
CCOc1ncccc1C(=O)OC(C)C(=O)Nc1ccc(N2CCOCC2)cc1 (stereo unspecified)	2.9	49
COc1ccc(NC(=O)N(C)C[C@H]2Oc3c(NS(=O)(=O)c4ccc(F)cc4)cccc3C(=O)N([C@H](C)CO)C[C@@H]2C)cc1	-1.5	64
COc1ccc(NC(=O)CSc2nnc(-c3ccncc3)o2)c(OC)c1	-0.1	62

# Record cards (already shown).
# Shown for C/C(=N\NC(=O)c1cccc(S(=O)(=O)N2CCCC2)c1)c1ccncc1 → NTR1 agonist: 2.6; NTR1 agonist cell count 20 µM: 51
# Shown for Cc1n[nH]c(C)c1S(=O)(=O)N1CCCC(C(=O)O)C1 (stereo unspecified) → NTR1 agonist: 0.1; NTR1 agonist cell count 20 µM: 72

# Some of the entries above in another layout.
# Order of values: NTR1 agonist, NTR1 agonist cell count 20 µM
- O=C(COC(=O)COc1ccccc1)Nc1ncc([N+](=O)[O-])s1
 : -2.1, 51
- Cc1ccc(C(=O)OCC(=O)Nc2ccc(Cl)cn2)cc1S(=O)(=O)N1CCOCC1
 : -1.1, 74
- CCOc1ncccc1C(=O)OC(C)C(=O)Nc1ccc(N2CCOCC2)cc1 (stereo unspecified)
 : 2.9, 49
- COc1ccc(NC(=O)N(C)C[C@H]2Oc3c(NS(=O)(=O)c4ccc(F)cc4)cccc3C(=O)N([C@H](C)CO)C[C@@H]2C)cc1
 : -1.5, 64

# Continuation.
smiles	NTR1 agonist	NTR1 agonist cell count 20 µM
COc1ccccc1N1CCN(CCN(C(=O)c2ccc(F)cc2)c2ccccn2)CC1	-1.6	54
CC(C)(C)c1ccc(C(=O)NCC(=O)OCCN2C(=O)c3ccccc3C2=O)cc1	0.9	50
COc1ccccc1/C(C)=N/Oc1cc(N)cc([N+](=O)[O-])c1	5.3	67
CC(C)(C)OC(=O)N[C@H](C(=O)OC(C)(C)C)c1ccccc1	0.9	60
